BioA inh: blocks M. tuberculosis BioA enzyme activity | purified M. tuberculosis BioA enzyme, plate reader | inhibition, % at 9.99 µM | hit rate 0.096% among 360,000 | AID 602481; in the data active = inhibition above about 40%; inconclusive = no clear call, values can overlap the other calls
UGM FP inh: blocks M. tuberculosis UGM enzyme; purified UGM, fluorescence polarization probe displacement; inhibition, % at 10 µM; hit rate 0.06% among 320,000; P9WIQ1; in the data active = inhibition above about 10%, passing the limit was not always enough; inconclusive = no clear call, values can overlap the other calls
Target sequence (P9WIQ1 whole entry, looked up): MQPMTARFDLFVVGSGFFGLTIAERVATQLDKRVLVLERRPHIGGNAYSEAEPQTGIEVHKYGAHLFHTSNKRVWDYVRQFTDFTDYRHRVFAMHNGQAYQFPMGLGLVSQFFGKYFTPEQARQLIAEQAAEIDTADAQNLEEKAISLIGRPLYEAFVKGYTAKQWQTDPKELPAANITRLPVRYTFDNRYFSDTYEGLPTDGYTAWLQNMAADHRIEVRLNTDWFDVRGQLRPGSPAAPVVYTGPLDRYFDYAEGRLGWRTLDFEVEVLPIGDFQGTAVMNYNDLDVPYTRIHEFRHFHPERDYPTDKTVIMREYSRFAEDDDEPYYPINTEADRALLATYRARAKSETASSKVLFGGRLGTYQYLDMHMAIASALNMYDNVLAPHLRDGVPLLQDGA
BoNT A protease: inhibitors of Botulinum neurotoxin A light chain protease; multiplex microsphere protease substrate cleavage, flow cytometry; inhibition, % at 10 µM; hit rate 0.17% among 360,000; note: plate controls were buffer without enzyme for full effect and enzyme alone for no effect
BoNT F protease: BoNT F light chain protease inhibition; Multiplex microsphere protease cleavage assay, flow cytometry; inhibition, % at 10 µM; hit rate 0.22% among 360,000; AID 588497; in the data active = inhibition above about 35%, passing the limit was not always enough; inconclusive = no clear call, values can overlap the other calls; note: plate controls were buffer without enzyme for full effect and enzyme alone for no effect
FBA Mtb inh: inhibits M. tuberculosis FBA enzyme | purified M. tuberculosis FBA, fluorescence read-out | hit rate 2.3% among 360,000 | inhibition, % at 1 µM | P9WQA3 | AID 588726; in the data active = inhibition above about 27%;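 note: 0% = vehicle and 100% = reference inhibitor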
Target sequence (P9WQA3 whole entry, looked up): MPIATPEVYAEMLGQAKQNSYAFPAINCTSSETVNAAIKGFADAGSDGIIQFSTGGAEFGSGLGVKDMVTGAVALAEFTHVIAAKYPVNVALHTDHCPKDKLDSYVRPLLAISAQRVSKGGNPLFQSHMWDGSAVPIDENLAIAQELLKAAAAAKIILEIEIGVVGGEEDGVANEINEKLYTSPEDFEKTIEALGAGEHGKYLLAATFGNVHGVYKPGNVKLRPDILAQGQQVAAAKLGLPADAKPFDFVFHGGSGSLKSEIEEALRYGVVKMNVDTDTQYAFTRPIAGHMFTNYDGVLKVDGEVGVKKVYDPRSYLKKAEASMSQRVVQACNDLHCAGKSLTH
FadD28 binding: M. tuberculosis FadD28 bisubstrate binding inhibition; inhibition, % at 12.5 µM; hit rate 0.22% among 360,000; AID 588549; FadD28 bisubstrate probe binding, fluorescence polarization; in the data active = inhibition above about 8.5%, passing the limit was not always enough; inconclusive = no clear call, values can overlap the other calls
Anthrax LF prot: inhibitors of Bacillus anthracis lethal factor protease; P15917; multiplex microsphere protease cleavage assay, LF; inhibition, % at 10 µM; hit rate 0.12% among 360,000; AID 588501; note: plate controls were buffer without enzyme for full effect and enzyme alone for no effect
PfHsp40 rescue: compounds rescuing yeast from Plasmodium falciparum HSP40 toxicity; S. cerevisiae expressing PfHsp40, growth rescue, ATP luminescence; hit rate 0.68% among 340,000; growth rescue, % at 12.5 µM; in the data active = growth rescue above about 28%, passing the limit was not always enough; inconclusive = no clear call, values can overlap the other calls;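 note: yeast W303a lacking pdr1 and pdr3 grown in galactose medium; growth measured after three days at 30 °C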
GDH-TPI counter: GDH-TPI coupled enzyme inhibition counter-screen; GDH-TPI coupled enzyme counterscreen, NADH absorbance; inhibition, % at 4.8 µM; hit rate 1.2% among 360,000; AID 588335; in the data active = inhibition above about 30%;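 note: 0% = DMSO wells and 100% = wells lacking the enzyme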
The depositor's hits bear a star; ? = inconclusive; / = no result given. Cut-off read from the data, not from the text of the source, unless noted: active = inhibition above about 30%; inconclusive = no clear call, values can overlap the other calls; inactive = below that.

Results follow in this order: FadD28 binding, BoNT A protease, GDH-TPI counter, BioA inh, FBA Mtb inh, PfHsp40 rescue, Anthrax LF prot, UGM FP inh, BoNT F protease
CCN(CC)CCN1C(=O)C(O)=C(C(=O)c2sc(C)nc2C)C1c1cccnc1 (stereo unspecified)
→ 0.3, -0.1, 22, -2.4, -3, -0.7, -14, 2.2, 1
CNCC(=O)N(CC(C)C)c1c(N)n(CC(C)C)c(=O)[nH]c1=O
→ 1.0, 0.1, -3, /, 0, -0.2, -3, 0.6, 0
CCC(=O)NC(=S)Nc1ccc(NC(=S)NC(=O)c2ccc(C)cc2)cc1
→ -2.3, 1.3, 17, /, -6, -0.2, 3, 0.8, 12
O=C(CSc1nnc(Cc2ccccc2)o1)N1CCOCC1
→ -0.8, 0.5, 2, -0.3, 3, -0.3, 0, 0.4, 7
COc1cccc(N2CCN(C(=O)c3oc4ccccc4c3NC(=O)Cc3ccc(OC)c(OC)c3)CC2)c1
→ -0.5, -0.3, 2, -0.5, -3, 1.6, -3, 3.8, -2
O=C(CSc1nnc(CNc2ccccc2)o1)N1CCCc2ccccc21
→ -0.9, 0.6, 5, -1.8, 2, 0.0, -4, 0.9, -4
CCc1ccc(NC(=O)C(C)Sc2ccc(S(=O)(=O)N3CCN(C)CC3)cn2)cc1 (stereo unspecified)
→ -1.5, 0.8, 2, 1.7, -2, -0.3, -2, -0.6, 7
NC1=NC(=O)/C(=C\c2ccc(O)c([N+](=O)[O-])c2)S1
→ -3.5, -0.2, 24, /, -13, -1.4, -7, 1.8, 1
CCOC(=O)CNC(=O)Cn1cnc2c(cnn2-c2ccc(C)cc2)c1=O
→ ?, 1.1, 2, -0.1, 5, 0.7, -2, -1.4, ?
Cc1nc(-c2cccc(NC(=O)c3ccc(Br)o3)c2)cs1
→ -3.0, -3.3, 4, 0.8, 2, 0.7, -7, -0.1, -7
Cc1ccc(NC(=O)c2cccs2)cc1
→ -4.0, 0.0, 7, 0.2, 1, -0.8, -7, -0.9, -2
COn1c(-n2nc(C)cc2C)nc2ccccc2c1=O
→ -2.4, -0.3, 8, 0.8, 0, -0.7, 3, -3.0, 0
COC(=O)[C@H](Cc1ccccc1)NC(=O)NCc1ccccc1OC
→ -3.6, 0.5, -2, -0.3, -2, -0.4, -2, -2.1, -4
COc1cc(C2C3=C(Nc4ncnn42)c2ccccc2CC3)cc(OC)c1OC (stereo unspecified)
→ -0.5, 2.0, 20, 13, 1, -0.1, ?, 0.5, 4
COc1cc(C2/C(=C(\O)c3ccc4c(c3)CC(C)O4)C(=O)C(=O)N2CCCn2ccnc2)cc(OC)c1OC (stereo unspecified)
→ 1.5, -0.6, 8, 0.6, 3, 0.3, -3, -1.4, -5
CCOC(=O)N1CCN(C(=O)CCc2ccc(S(=O)(=O)NC(C)(C)C)cc2)CC1
→ -1.0, -3.6, 3, 0.1, 0, 0.1, 2, 3.2, 6
Nc1ccc2nc(C(F)(F)F)[nH]c2c1
→ 0.4, -0.7, -1, /, -1, 0.3, -3, 4.1, -5
COc1ccc(OCCN(C)CC(=O)Nc2c(C)cccc2C)cc1
→ 1.7, 1.3, 6, -0.3, -1, 1.4, 21, 0.4, 4
CCN(CC)CCN(C(=O)c1ccc(S(=O)(=O)N2CCCC2)cc1)c1nc2cc(C)cc(C)c2s1
→ -1.4, -0.8, 7, -1.6, 1, -0.1, 2, 3.3, 11
CCCOc1ccc(N2C(=O)CC(SCc3nc4ccccc4[nH]3)C2=O)cc1 (stereo unspecified)
→ -3.6, -0.5, -3, /, 0, 5.4, -1, 0.4, -6
CCOc1ccc(-c2nc(CN3CCCC(C(=O)N4CCOCC4)C3)c(C)o2)cc1 (stereo unspecified)
→ -1.1, -1.4, 1, 5.4, 4, -0.1, 0, 3.1, -7
CCCCN(C)c1c(C)nc2ccc(C(=O)NC3CCN(C)CC3)cn12
→ -0.4, 0.2, 13, -1.2, -2, /, -6, /, 0
CCCOc1ccc(/C=C2/C(=O)ON=C2C)cc1OCC
→ -2.8, 0.4, 9, -0.4, 3, -0.4, 12, 1.7, 16
CC(=O)n1cc(Nc2ccc([N+](=O)[O-])cc2)c2ccccc21
→ -1.1, -1.5, 7, /, 1, -1.3, 1, 0.3, -4
COc1ccc(CNC(=O)Cn2cnc3c(=O)n(C)c(=O)n(C)c32)cc1
→ -3.8, -3.1, -11, /, 1, 0.6, 0, 4.0, -4
Cc1cccc(NC(=O)c2cn(-c3ccccc3)nc2-c2ccccc2)c1
→ -2.1, 0.7, 1, -1.2, 2, -1.0, -10, 0.2, -6
CC1=CC2=NC(=O)/C(=C/c3coc4ccccc4c3=O)C(=N)N2O1
→ -2.6, 1.2, 9, -45, 2, -0.8, 2, -18, -19
COc1cccc(C2CC(c3ccc(Br)cc3)=NN2C(=O)c2ccncc2)c1OC (stereo unspecified)
→ -1.4, 0.8, 7, /, 3, 2.0, 2, 1.9, 9
CCCOc1ccc(CNC(=O)Cn2c(=O)oc3ccccc32)cc1
→ -0.4, -1.2, 17, -0.2, 6, -2.4, -11, 5.3, -3
O=C(Nc1ccc2nc(-c3ccccc3)oc2c1)c1ccco1
→ 0.3, 0.4, 54*, -3.7, 3, 0.4, -2, 3.6, -8
C=CCN(c1ccc(F)cc1)S(=O)(=O)c1cc(C(=O)OCC(=O)N(C)C2CCS(=O)(=O)C2)ccc1Cl (stereo unspecified)
→ -4.7, -1.0, -4, -1.6, -3, -1.6, -3, 0.8, 1
CCNCc1cc(OCC)c(OCC(=O)NCCc2ccccc2)cc1Cl
→ 0.2, -0.3, 4, -0.3, 1, -0.4, -6, -0.6, -2
Cn1c(-c2ccccc2)cc(=O)c2ccccc21
→ 0.1, -1.9, 16, 2.4, -1, -2.5, -3, -1.9, -16
CCOc1ccc(/C(C)=N/N2C(=O)C(CC(=O)Nc3ccc(OC)cc3[N+](=O)[O-])SC2=Nc2cccc(C)c2C)cc1 (stereo unspecified)
→ -1.8, 0.1, 8, -0.9, -1, 0.3, -2, -1.1, -1
CCOCCCNC(=O)C(Cc1ccccc1)NS(=O)(=O)c1cccc2nsnc12 (stereo unspecified)
→ -3.0, -0.2, 1, /, 0, 1.7, -6, 0.4, 1
O=C(/C=C/c1ccc([N+](=O)[O-])s1)N1CCN(c2ccccc2)CC1
→ -2.2, 0.2, 3, -0.6, 0, -0.3, -1, -2.7, 0
O=c1[nH]c(CN2CCN(C/C=C/c3ccccc3)CC2)nc2ccccc12
→ -3.8, ?, 11, /, 0, -2.2, 1, 2.8, -2
CCC1=C2CC[C@H]3C(=O)N(c4ccccc4)C(=O)[C@H]3[C@H]2[C@@]2(C)C(=NCC3CC3)OC(=O)N2C1=O
→ -4.0, -0.1, -9, -2.0, 2, 0.0, 4, -2.0, 1
CCN(CC(=O)Nc1ccc(NC(C)=O)cc1)C(=O)Cc1ccc(Cl)c(Cl)c1
→ 0.0, -0.8, -5, 0.7, 1, 0.3, -2, /, 0
CC(=O)NC1=NN(C(C)=O)C(C)(c2ccc3ccccc3c2)S1 (stereo unspecified)
→ -9.4, 0.3, -2, /, -1, 0.9, -1, 1.8, 6
C/C(=N/NC(=O)CNC(=O)c1ccco1)c1ccco1
→ 1.2, 1.3, 6, -2.4, -1, -0.8, -3, -1.4, 3
CC(=O)c1cn(Cc2ccc(F)cc2)c2ccccc12
→ -1.1, -1.0, 6, -1.8, 0, 0.1, -6, -0.5, -13
O=[N+]([O-])c1ccccc1N/N=C\c1ccccc1F
→ -3.5, -1.5, -2, -0.2, -9, 0.6, -12, 3.8, ?
COC(=O)Cn1ncc2c(C)n(Cc3ccccc3)c(C)c2c1=O
→ -0.9, -0.8, 0, 3.0, 1, 0.2, -6, 1.0, -4
COC(=O)c1c(-c2ccc(OC)cc2)sc2ccc(N3CCOCC3)cc12
→ -2.1, 1.7, -5, 0.3, 4, 1.9, 4, 3.9, -2
COc1cccc(-c2nn(C)c3sc(C(=O)NCc4ccc(C)cc4)cc23)c1
→ -12, 3.7, 5, /, 18, 5.5, 4, -0.1, 21
O=C(Nc1ccccc1)/C(=C/c1ccc2c(c1)OCO2)NC(=O)c1ccco1
→ -1.8, -1.6, 18, /, 0, -1.2, -2, 0.3, -12
CN(C(=O)COc1ccccc1)c1nnc(C23CC4CC(CC(C4)C2)C3)s1
→ -1.2, -0.2, -1, 0.8, -1, 0.2, -10, 3.8, -4
CN(CC(=O)Nc1cccc2ccccc12)C(=O)c1cccc(S(=O)(=O)N(C)C)c1
→ -1.1, -0.4, 3, -1.3, 2, -1.7, 1, -0.5, -1
COc1ccc(-c2noc(CNC(=O)c3ccoc3C)n2)cc1
→ -0.8, 1.5, 2, 1.1, 0, 1.3, 1, 1.5, 0

7 records drawn at random from those above:
Results follow in this order: FadD28 binding, BoNT A protease, GDH-TPI counter, BioA inh, FBA Mtb inh, PfHsp40 rescue, Anthrax LF prot, UGM FP inh, BoNT F protease
CN(C(=O)COc1ccccc1)c1nnc(C23CC4CC(CC(C4)C2)C3)s1
→ -1.2, -0.2, -1, 0.8, -1, 0.2, -10, 3.8, -4
CN(CC(=O)Nc1cccc2ccccc12)C(=O)c1cccc(S(=O)(=O)N(C)C)c1
→ -1.1, -0.4, 3, -1.3, 2, -1.7, 1, -0.5, -1
O=[N+]([O-])c1ccccc1N/N=C\c1ccccc1F
→ -3.5, -1.5, -2, -0.2, -9, 0.6, -12, 3.8, ?
COC(=O)c1c(-c2ccc(OC)cc2)sc2ccc(N3CCOCC3)cc12
→ -2.1, 1.7, -5, 0.3, 4, 1.9, 4, 3.9, -2
O=C(Nc1ccccc1)/C(=C/c1ccc2c(c1)OCO2)NC(=O)c1ccco1
→ -1.8, -1.6, 18, /, 0, -1.2, -2, 0.3, -12
C/C(=N/NC(=O)CNC(=O)c1ccco1)c1ccco1
→ 1.2, 1.3, 6, -2.4, -1, -0.8, -3, -1.4, 3
COc1ccc(-c2noc(CNC(=O)c3ccoc3C)n2)cc1
→ -0.8, 1.5, 2, 1.1, 0, 1.3, 1, 1.5, 0

Additional compounds follow:
Results follow in this order: FadD28 binding, BoNT A protease, GDH-TPI counter, BioA inh, FBA Mtb inh, PfHsp40 rescue, Anthrax LF prot, UGM FP inh, BoNT F protease
O=C1OCCN1C(=O)[C@H]1[C@H](c2ccccc2)C(c2ccc(F)cc2)=NN1c1ccc(Br)cc1
→ -0.7, -0.1, 24, -0.7, 35*, -2.8, -2, /, -3
COc1ccc(N(CC(=O)NCCc2ccc(OC)c(OC)c2)S(=O)(=O)c2c(C)noc2C)cc1
→ -3.7, -0.5, -1, 0.4, -5, 0.3, -3, -1.1, 1
CCN(CC)CCCNC(=O)c1c(O)c2c([nH]c1=O)CCCC2
→ -0.8, 1.2, 6, /, 4, -0.6, 0, 1.3, -6
CCCCC1S/C(=N/N=C/c2ccco2)NC1=O (stereo unspecified)
→ 0.9, -0.2, 19, /, 1, -0.4, -1, -2.1, 2
O=C(Cn1cncn1)N/N=C/c1ccccc1Cl
→ 0.4, -7.4, 2, -1.2, 3, -2.7, 6, -1.8, -6
O=C(Nc1ccccc1Cl)c1ccc(COc2ccc3c(c2)CCC3)cc1
→ -0.5, -0.3, 4, 0.1, 1, -2.2, -2, -1.0, -2
O=C1OCCC1Sc1nnc(-c2ccc(O)cc2)o1 (stereo unspecified)
→ -1.5, -0.2, 4, -2.5, 1, -1.3, -6, 0.7, 6
Cc1cccc(Cc2cnc(NC(=O)CN3C(=O)/C(=C/c4ccccc4)SC3=S)s2)c1
→ -2.8, -0.3, 15, -0.8, 1, -1.3, 0, 1.8, 6
OCC1OC(n2nc3ccccc3n2)C(O)C(O)C1O (stereo unspecified)
→ 0.5, -1.3, 2, -1.4, 4, -0.1, -4, -2.6, -9
O=C(NCc1cnc2ccccn12)C1CCC(=O)N(Cc2ccccc2F)C1 (stereo unspecified)
→ -0.8, -0.6, -4, 1.3, 21, 1.7, 0, 1.0, -5
CCCCOc1ccc(OCCNC(=O)c2ccco2)cc1
→ 0.4, -4.2, -3, 2.9, -1, 0.0, 6, 1.2, 5
COc1ccccc1NC(=O)CSc1c2c(nc3ccccc13)CCC2
→ -3.7, 0.2, 0, /, -1, 1.0, 1, 1.7, -1

High-throughput results as filed in PubChem.
